# CaV13 ICDI inh: Primary screen for inhibitors of IQ motif and Ca2+-dependent inactivation inhibitor domain binding in CACNA1D, Förster resonance energy transfer in living cells, …; HEK cells, CFP/YFP FRET ICDI-IQ, plate reader, 10 min; percent FRET-ratio fall versus neutral wells; inhibition, % at 12.3 µM; 0.098% of 340,000 active;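 active means mean replicate inhibition of at least 30% and at least 1% of replicates passing that level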;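 further: 0% = median of the neutral control wells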
# NR2E3 ag-1: activates human NR2E3 receptor | inhibition of corepressor binding, % at 3.98 µM | 0.35% of 360,000 active | AID 602229 | CHO-S Gal4-NCOR/VP16-NR2E3 two-hybrid, luciferase;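 active means inhibition above the mean of all tested compounds plus 3 SD, cut at about 70% in these data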;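 further: 0% = DMSO with NR2E3 transfected cells and 100% = cells lacking NR2E3 construct; higher means lower luciferase signal from less NR2E3 corepressor binding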
# iPSC survival up: hiPSC single-cell survival enhancement. 0.044% of 360,000 active. survival enhancement, % at 20 µM. ATPlite luminescence; 100% = ROCK inhibitor wells, 0% = DMSO. AID 602274; in the data active means survival enhancement above about 18%;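 further: cells exposed to compounds for 16 hours before the ATP read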
# PDI turbidity: blocks human protein disulfide isomerase activity | P07237 | PDI insulin aggregation turbidity, A650, 90 min | inhibition, % at 10 µM | 0.052% of 350,000 active | AID 588391;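 active means mean inhibition across replicates of 30% or more, whatever share of single replicates reach that level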;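 further: absorbance from insulin aggregation driven by PDI reduction with DTT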
# Target sequence (P07237 whole entry, looked up): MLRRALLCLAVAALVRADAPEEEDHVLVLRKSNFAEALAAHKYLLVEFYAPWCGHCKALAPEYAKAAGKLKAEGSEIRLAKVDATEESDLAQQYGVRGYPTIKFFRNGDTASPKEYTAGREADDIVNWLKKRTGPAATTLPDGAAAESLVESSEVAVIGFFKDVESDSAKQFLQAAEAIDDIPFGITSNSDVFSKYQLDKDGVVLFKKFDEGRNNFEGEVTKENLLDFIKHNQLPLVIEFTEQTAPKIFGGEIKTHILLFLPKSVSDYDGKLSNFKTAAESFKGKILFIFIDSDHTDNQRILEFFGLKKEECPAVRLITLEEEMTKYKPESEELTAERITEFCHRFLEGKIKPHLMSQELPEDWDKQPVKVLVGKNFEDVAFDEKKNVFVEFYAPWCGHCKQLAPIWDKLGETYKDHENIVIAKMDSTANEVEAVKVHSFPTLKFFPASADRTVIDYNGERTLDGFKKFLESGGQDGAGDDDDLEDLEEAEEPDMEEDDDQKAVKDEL
# Peg3 prom inh: Peg3 promoter activity inhibition | HeLa PEG-Prom luciferase reporter, luminescence, overnight | inhibition, % at 20 µM | 1.7% of 360,000 active;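 active means inhibition of at least 50% at 20 µM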
# m5-HT2A agonist: agonists of mouse serotonin 5-HT2A receptor (HTR2A); P35363; CHO-K1 mHTR2A beta-arrestin complementation, luminescence; percent of 30 µM serotonin response; AID 624169; activation, % at 7.6 µM; 0.66% of 360,000 active;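 active means activation above a run cutoff, the mean activation of all tested compounds plus 3 SD, cut at about 14% in these data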;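 further: 0% = plate median of compound wells and 100% = 30 µM serotonin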
# Target sequence (P35363 whole entry, looked up): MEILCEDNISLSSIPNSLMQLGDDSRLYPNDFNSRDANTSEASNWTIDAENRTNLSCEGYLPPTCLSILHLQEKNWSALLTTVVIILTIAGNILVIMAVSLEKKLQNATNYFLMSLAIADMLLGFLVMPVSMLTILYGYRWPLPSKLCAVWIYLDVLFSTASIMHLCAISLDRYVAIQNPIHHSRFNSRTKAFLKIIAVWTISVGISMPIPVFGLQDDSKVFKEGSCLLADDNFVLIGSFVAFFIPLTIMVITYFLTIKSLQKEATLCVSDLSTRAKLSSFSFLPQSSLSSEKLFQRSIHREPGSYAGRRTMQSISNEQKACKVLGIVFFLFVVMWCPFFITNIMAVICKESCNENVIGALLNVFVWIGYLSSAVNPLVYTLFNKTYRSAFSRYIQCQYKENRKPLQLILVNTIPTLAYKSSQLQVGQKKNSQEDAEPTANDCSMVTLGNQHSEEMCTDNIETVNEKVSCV
# Shn3 inh set2: reduces Shn3 3'UTR luciferase signal in osteoblasts; Clone20 osteoblast Shn3 3'UTR firefly luciferase, 24 h; inhibition, % at 12.5 µM; 0.52% of 360,000 active; AID 588674;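 active means mean inhibition of at least 75% with every replicate also reaching 75%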;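 further: 0% = median of neutral control wells and 100% = pilot-screen positive control compound; some compounds past the cut are filed as inactive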
# H9c2 protect: modulators protecting cardiomyocytes from myocardial damage; 0.63% of 360,000 active; H9c2 cardiomyocytes, H2O2 injury protection, ATPLite, 2 h; protection from H2O2 cell death, % at 20 µM;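 active means compounds giving at least 50% protection of heart cells from peroxide-induced death in the single-dose screen, raw or plate-pattern-corrected value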;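 further: 0% = DMSO wells with peroxide and 100% = DMSO wells without peroxide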
# NR2E3 ag-2: activates human photoreceptor nuclear receptor NR2E3; Q9Y5X4; AID 2300; GST-NR2E3/biotin-RetCOR TR-FRET, 1536-well; inhibition of corepressor binding, % at 4.78 µM; 0.12% of 320,000 active;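 active means percent inhibition above the cutoff of mean plus 3 SD of all tested compounds, set per screening campaign, cut at about 20% in these data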;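 further: 0% = DMSO wells and 100% = biotin wells as full block of FRET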
#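 Material: NR2E3–RetCOR corepressor complex / Incubation: Compound–protein incubation for 5 h at 4 °C / Dosing: compound at 4.8 µM, single dose / Detection: time-resolved FRET / Benchmarks: high control biotin, low control 0.6% DMSO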
# TRPM1 prom inh: inhibitors of MITF-driven TRPM1 promoter in melanoma cells; SK-MEL-5 TRPM1 promoter luciferase, 24 h; inhibition, % at 12.5 µM; 0.83% of 330,000 active;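 active means mean inhibition across replicates of 60% or more, whatever share of single replicates reaches that level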; further: values of inactives mirror those of a sister screen read the other way
# HIF-2a block: inhibitors of HIF-2a; 786-0 RCC cells HIF-2a reporter, luciferase luminescence, overnight; inhibition, % at 18.8 µM; 0.72% of 360,000 active; AID 624352;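 active means inhibition of the luminescence signal of 40% or more relative to plate controls, in a single-dose primary screen at 18.75 µM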
# Active calls of the source: *; . = no result given. Only part of the results is shown, so the mix of outcomes need not match the whole.
SMILES,CaV13 ICDI inh,NR2E3 ag-1,iPSC survival up,PDI turbidity,Peg3 prom inh,m5-HT2A agonist,Shn3 inh set2,H9c2 protect,NR2E3 ag-2,TRPM1 prom inh,HIF-2a block
OC1(CN2CCOCC2)C2CC3CC(C2)CC1C3 (stereo not drawn),.,-19,-0.8,-11,4,0,4,-5,-2,14,24
Cc1ccc(C(=O)N/C(=C\Cl)P(=O)(c2ccccc2)c2ccccc2)cc1,-5,-13,4.1,14,17,0,10,-1,0,-7,19
CN(C)c1ccc(P(=S)(N(C)C)N(C)C)cc1,-9,-15,-1.5,9,23,3,-11,2,3,-18,0
CCCCCn1c(=O)c(C(=O)Nc2nc3ccccc3[nH]2)c(O)c2ccccc21,-3,-22,-0.4,-7,23,5,-3,-9,3,6,15
Brc1ccccc1,.,-9,-1.4,.,11,-1,0,6,0,1,4
CCC(=NCCc1ccccc1)c1c(O)[nH]c(=O)[nH]c1=O,-5,3,-0.6,4,-7,1,-17,2,0,6,20
O=C(O)C1C2c3ccccc3C(c3ccccc32)C1C(=O)Nc1ccccc1 (stereo not drawn),-1,8,-2.8,1,-4,1,5,1,-1,8,-5
CC(C)(C)C1(CCO)C(=O)NC(=S)NC1=O,-6,20,-2.1,0,9,-3,-9,-2,.,-2,12
O=c1[nH]c(=O)n(CCC2=CCCCC2)c(O)c1C=NCCCn1ccnc1,-7,-18,-0.4,4,15,-4,6,2,-2,3,7
CC1=NCCc2c1[nH]c1ccccc21,.,15,3.0,.,-1,4,-2,0,1,.,23
O=c1[nH]c(O)c(C=NC2CCCCC2)c(=O)[nH]1,-5,-31,1.1,-1,-2,4,1,0,0,4,19
CC(C)Oc1ccc(CC2(CCc3ccncc3)C(=O)NC(=O)NC2=O)cc1,1,-25,-0.5,-9,2,-1,11,0,1,-2,13
NCC(CC(=O)O)C1CCCCC1 (stereo not drawn),-6,2,3.4,2,2,4,-15,0,1,-4,-8
Cc1ncoc1C(=O)NCC1=C(c2cccc3ccccc23)C[C@@H]2CC[C@H]1N2Cc1ccco1,-11,1,6.9,-2,9,1,1,2,.,.,-8
Fc1cccc(-c2ccc3c(c2)CNCc2cnnn2-3)c1,-6,-7,3.5,.,-85,-4,-12,8,.,.,-63
Clc1cccc(NC2=NCCS2)c1,-6,10,5.4,5,3,0,-4,-3,.,.,-6
CN[C@H](C)[C@H](O)c1ccccc1,.,-16,0.1,-5,17,0,3,2,1,-19,5
CCC(c1nnnn1C1CCCCC1)N1CCC2(CC1)C(=O)NCN2c1ccccc1 (stereo not drawn),-7,-8,3.2,.,14,6,0,10,.,.,-1
CC(NCc1ccccc1Cl)C(O)c1ccccc1 (stereo not drawn),-7,2,-0.3,4,-32,-2,-10,6,1,-23,-32
C[C@]1(O)CCC2C3CC[C@H]4C[C@@H](OC(=O)CNC(=O)CN)CC[C@]4(C)C3CC[C@@]21C (stereo partly drawn),-5,1,-0.1,-76,-6,-1,2,-9,.,-13,-3
CCN(CC)C(=O)c1ccc(NC(=O)c2cccc(F)c2)cc1,-3,-33,0.7,-3,-110,9,-17,-10,-2,-47,-108
CCCCN1C(=O)/C(=C\c2ccco2)C(=O)N(CCc2ccccc2)C1=O,-6,-3,-0.3,5,7,1,12,-1,7,-4,15
COc1cccc(C(=O)C2CN(C)CC2c2ccc(Cl)cc2)c1 (stereo not drawn),-4,-29,-0.9,3,7,-5,15,-2,-1,-3,8
COc1ccc(C(=O)C2CCCN(Cc3cnc(C)s3)C2)c(OC)c1 (stereo not drawn),0,16,-0.3,4,5,2,53,-14,0,5,9
CCOC(=O)c1cc(C(O)(C(=O)OC)C(F)(F)F)c(/N=C/N(C)C)o1 (stereo not drawn),-5,5,1.3,6,11,-1,1,0,-2,7,13
C=CCn1c(O)c(C(C)=Nc2ccc(C(=O)OCC)cc2)c(=O)[nH]c1=O,-5,5,-0.9,11,-11,-2,6,6,0,-2,0
Cc1ccc(N2C(=O)NC(=O)/C(=C/C=C/c3ccco3)C2=O)cc1,-5,13,-2.4,-2,86*,-2,78,23,9,73*,64*
CN1CCN(CC#CCOc2ccc(Cl)cc2)CC1,-4,-22,-0.3,11,-16,-6,-15,1,2,-7,-39
COc1ccc(CN2CCN(c3ccccc3F)CC2)cc1O,-4,-13,-3.3,-3,7,-1,-3,-4,5,4,6
CCN(CC)CCCN=Cc1c(O)n(CCc2ccc(F)cc2)c(=O)[nH]c1=O,-5,-9,4.4,-2,-29,-1,1,-4,-1,-12,-33

# Overlap with the part before: two entries, followed by the next part.
SMILES,CaV13 ICDI inh,NR2E3 ag-1,iPSC survival up,PDI turbidity,Peg3 prom inh,m5-HT2A agonist,Shn3 inh set2,H9c2 protect,NR2E3 ag-2,TRPM1 prom inh,HIF-2a block
COc1ccc(CN2CCN(c3ccccc3F)CC2)cc1O,-4,-13,-3.3,-3,7,-1,-3,-4,5,4,6
CCN(CC)CCCN=Cc1c(O)n(CCc2ccc(F)cc2)c(=O)[nH]c1=O,-5,-9,4.4,-2,-29,-1,1,-4,-1,-12,-33
COc1ccc(/C=C/C(=O)NC(=S)N2C[C@H]3C[C@H](C2)c2cccc(=O)n2C3)cc1OC,.,-23,5.5,.,-10,-3,-2,-4,0,4,2
Cn1c(O)c(/C=N/N2CCOCC2)c(=O)n(-c2ccccc2)c1=S,-20,-7,-0.8,1,7,4,-4,8,-1,10,16
CN(C)CC1CSCCC1(O)c1ccccc1Cl (stereo not drawn),-4,1,2.4,-4,8,0,-1,4,-1,3,11
CCCC1(CCO)C(=O)NC(=S)NC1=O,-10,21,2.2,3,-2,-1,2,0,.,7,9
CN1CCC(N(C)Cc2cccnc2)CC1,-9,-12,-1.2,4,-1,8,-10,5,2,6,4
Cc1cc(C)n2nc(C)[n+](C)c2n1,.,-33,-1.3,-1,12,1,-8,4,2,-8,0
Clc1cccc(CNCCc2c[nH]c3ccccc23)c1,-2,8,-0.4,0,-1,42*,10,-1,0,-25,-8
O=c1[nH]c(=O)n(-c2ccccc2F)c(O)c1C=NCCC1=CCCCC1,-4,-19,9.3,-9,14,6,-4,6,1,-17,-26
Clc1ccc(N2CCNCC2)nn1,-6,-13,-0.2,1,6,15*,2,4,-1,3,13
Cc1ccc(N2C(=O)NC(=O)C3(Cc4ccccc4N4CCN(c5ccccc5)CC43)C2=O)cc1 (stereo not drawn),-8,-68,-3.1,-4,-41,7,-41,2,1,-10,-69
CN1CCN(/N=C/c2c(O)n(CCC3=CCCCC3)c(=S)[nH]c2=O)CC1,-24,5,0.4,6,8,-3,5,-1,-1,14,19
Cc1cc(=O)oc2c(C)c(OCC(=O)N3CCN(Cc4ccccc4)CC3)ccc12,-6,3,-0.4,-7,9,5,1,5,-5,-4,-13
[Cl][Pt+2][Cl].[NH-]C1CCCCC1[NH-] (stereo not drawn),-4,-10,1.1,0,-2,5,-9,4,0,9,9
Cn1cc(C(=O)Cc2ccccc2)c2ccccc21,-4,-26,-1.8,-5,15,-2,6,6,1,-6,-9
O=C(Nc1ccc(F)cc1)c1c(O)c2c(n(Cc3ccccc3)c1=O)CCCC2,-2,6,-1.1,5,-3,0,11,-3,1,-10,-22

# The final 7 records of the section above come first, to join the parts:
SMILES,CaV13 ICDI inh,NR2E3 ag-1,iPSC survival up,PDI turbidity,Peg3 prom inh,m5-HT2A agonist,Shn3 inh set2,H9c2 protect,NR2E3 ag-2,TRPM1 prom inh,HIF-2a block
Clc1ccc(N2CCNCC2)nn1,-6,-13,-0.2,1,6,15*,2,4,-1,3,13
Cc1ccc(N2C(=O)NC(=O)C3(Cc4ccccc4N4CCN(c5ccccc5)CC43)C2=O)cc1 (stereo not drawn),-8,-68,-3.1,-4,-41,7,-41,2,1,-10,-69
CN1CCN(/N=C/c2c(O)n(CCC3=CCCCC3)c(=S)[nH]c2=O)CC1,-24,5,0.4,6,8,-3,5,-1,-1,14,19
Cc1cc(=O)oc2c(C)c(OCC(=O)N3CCN(Cc4ccccc4)CC3)ccc12,-6,3,-0.4,-7,9,5,1,5,-5,-4,-13
[Cl][Pt+2][Cl].[NH-]C1CCCCC1[NH-] (stereo not drawn),-4,-10,1.1,0,-2,5,-9,4,0,9,9
Cn1cc(C(=O)Cc2ccccc2)c2ccccc21,-4,-26,-1.8,-5,15,-2,6,6,1,-6,-9
O=C(Nc1ccc(F)cc1)c1c(O)c2c(n(Cc3ccccc3)c1=O)CCCC2,-2,6,-1.1,5,-3,0,11,-3,1,-10,-22
COc1cc(OC)c(OC)cc1CN1CCN(C(=O)COc2ccc3ccccc3c2)CC1,-4,-29,-0.1,6,4,-1,5,-2,5,4,6
CC(C)[C@H]1C(=O)N2CCC[C@H]2[C@]2(O)O[C@](NC(=O)[C@@H]3C=C4c5cccc6[nH]cc(c56)C[C@H]4N(C)C3)(C(C)C)C(=O)N12,.,-34,0.1,-4,12,49*,8,10,1,4,2
CCC1([N+](=O)[O-])COP(=O)(NCc2cccnc2)OC1 (stereo not drawn),-10,6,-2.3,14,7,2,-33,-2,.,9,16
COc1cc2c(cc1O)CC1c3c(cc(O)c(OC)c3-2)CCN1C (stereo not drawn),.,-35,-0.5,.,8,-3,7,-5,1,0,-1
Cc1ccc2c(c1)C1CN(C)CCC1N2C(=O)Nc1cccc(C(F)(F)F)c1 (stereo not drawn),-5,8,0.7,1,34,-10,-18,14,4,11,29
CCc1ccc(CN2CCN(C(=O)Cc3ccccc3)CC2)cc1,5,-3,0.5,2,17,0,11,-6,3,14,8
CC12C=CC(=O)C=C1CC(O)C1C2CCC2(C)C1CCC2(C)O (stereo not drawn),-6,1,0.4,12,-6,2,4,1,.,9,2
Cc1ccccc1-n1c(C)nc2ccsc2c1=O,-2,9,-0.5,-5,3,7,-12,3,2,-7,7

# Source: PubChem
